Screening results from PubChem.
ATXN2 expr inh: Primary qHTS for Inhibitors of ATXN expression | 360,000 tested, 0.72% active | HEK-293 ATXN2-luciferase reporter, luminescence, 24 h | Potency, µM (top dose mostly 57 µM), for inactives: at the highest dose activity change, negative = inhibition, most hits filed as inhibitors | AID 1745845, 2022; also: potency is read from the fitted curve at half-maximal effect; % is scaled to controls: 0 for no effect and ±100 for the full control effect; nearly all actives have a fitted effect of over 55% in size
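ATXN2-luciferase reporter cells (luciferase flanked by upstream and downstream ATXN2 gene portions) were treated 24 h at 37 °C with compounds at up to 57 uM. SteadyGlo luminescence gave expression; GF-AFC fluorescence gave viability.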
S2 tox: Viability Counterscreen for Primary qHTS for Inhibitors of ATXN expression | S2 cells (HEK-293 line with an ATXN2-luciferase reporter) viability, CellTiter-Fluor protease fluorescence, 24 h | Potency, µM (doses to about 56.7 µM), most hits filed as cytotoxic | 400,000 tested, 0.49% active | AID 651635, 2014; also: potency is read from the fitted curve at half-maximal effect; nearly all actives have a fitted effect of over 40% in size
IL1B secr inh: qHTS for Inhibitors of Inflammasome Signaling: IL-1-beta AlphaLISA Primary Screen; THP-1 LPS/ATP IL-1B secretion, AlphaLISA, 16 h; hits give low values; activity change, % at 57.5 µM; 360,000 tested, 4.7% active; in the data active = activity change below about -50%; inconclusive = mostly about -30% to -49%; also: % is scaled to controls: 0 for no effect and ±100 for the full control effect
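Secreted IL-1B measured by AlphaLISA bead assay after 16 h compound exposure of THP-1 cells; compounds (final up to 57.5 uM) added 1 h before LPS (250 ng/mL) and ATP (1.25 mM) stimulation; lower signal means less secretion.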
SW480 rereplic: A quantitative high throughput screen for small molecules that induce DNA re-replication in SW480 colon adenocarcinoma cells; SW480 DNA re-replication, Hoechst DNA content imaging, 48 h; Potency, µM (series often up to 46.1 µM), without a hit: top-dose re-replication activation, usual class: activators; 340,000 tested, 1.8% active; also: potency is read from the fitted curve at half-maximal effect; % of control where 0% means no effect; nearly all actives have a fitted effect of over 55% in size
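250 cells/well; 23 nL cpd via pin tool; 48 hr, 37 C, 5% CO2; Hoechst 40 min; imager read of total nuclear intensity, ex 405/em 500-530 nm.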
KB-V1 MDR tox: qHTS assay for MDR1-selective chemotherapeutics: Primary screen using the drug-selected MDR subline cells KB-V1 | KB-V1 MDR cells viability, CellTiter-Glo, 72 h | Potency, µM (doses to about 46.1 µM), for inactives: at the top dose activity change, negative = cytotoxicity, usual class: cytotoxic | 400,000 tested, 3.4% active | AID 1347076, 2019; also: potency is read from the fitted curve at half-maximal effect; % is scaled to controls: 0 for no effect and ±100 for the full control effect; nearly all actives have a fitted effect of over 60% in size
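KB-V1, DMEM (no phenol red) + 10% FBS; cpd pin-transferred, titration series; 72 h, 37 degrees C; CellTiter-Glo, luminescence. Data normalized, curve-fit.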
HT1080 IDH1KD tx: qHTS for induction of synthetic lethality in tumor cells producing 2HG: qHTS for the HT-1080-IDH1KD cell line; HT-1080 IDH1 knockdown viability, ATP luminescence, 48 h; Potency, µM (highest dose often 46.1 µM), for the others: at the highest dose activity, negative = toxicity, most hits filed as cytotoxic; 360,000 tested, 2% active; AID 686971, 2013;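 also: potency is read from the fitted curve at half-maximal effect; 0% = DMSO wells and -100% = cell-free medium wells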
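Using the IDH1-knockdown HT-1080 line run in the same batch and compound series as the NT line, viability after 48 h at 37 °C was determined by CellTiter-Glo luminescence and expressed as % activity.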
MCF10A rerep: A quantitative high throughput screen for small molecules that induce DNA re-replication in MCF 10a normal breast cells. MCF 10A DNA re-replication, Hoechst nuclear intensity, 48 h. AID 624296, 2012. 350,000 tested, 2.9% active. Potency, µM (titrated, usually from 46.1 µM), for inactives: at the top dose activity, positive = re-replication, usual class: activators; also: potency is read from the fitted curve at half-maximal effect; % of control where 0% means no effect; nearly all actives have a fitted effect of over 50% in size
KB-3-1 cytotox: qHTS assay for MDR1-selective chemotherapeutics: Primary screen using the parental adenocarcinoma cell KB-3-1; 400,000 tested, 1.4% active; AID 1347075, 2019; Potency, µM (doses to about 46.1 µM), inactives show top-dose activity change, negative = cytotoxic, usual class: cytotoxic; KB-3-1 viability, CellTiter-Glo ATP luminescence, 72 h; also: potency is read from the fitted curve at half-maximal effect; % is scaled to controls: 0 for no effect and ±100 for the full control effect; nearly all actives have a fitted effect of over 60% in size
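Luminescent ATP read-out (CellTiter-Glo) measures survival of drug-naive KB-3-1 cells after 72 h compound exposure at 37 °C. Titration series was screened from lowest to highest concentration, with DMSO vehicle plates as background controls.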
HT1080NT lethal: qHTS for induction of synthetic lethality in tumor cells producing 2HG: qHTS for the HT-1080-NT fibrosarcoma cell line | HT-1080-NT fibrosarcoma viability, CellTiter-Glo ATP luminescence, 48 h | Potency, µM (top dose mostly 46.1 µM), without a hit: at the top dose activity, negative = less viability, most hits filed as cytotoxic | 360,000 tested, 1.6% active;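 also: NT is the 2HG producing partner of a matched IDH1 knockdown line; potency is read from the fitted curve at half-maximal effect; 0% = DMSO-treated cells and -100% = media-only wells without cells; nearly all actives have a fitted effect of over 55% in size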
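Fibrosarcoma NT cells, 750 per well in 5% FBS RPMI, were exposed to compound for 48 hours. Viability: CellTiter-Glo luminescence.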
* = called active by the depositor; i = inactive; ? = inconclusive; / = not tested or not shown; & = joins results of further samples; ! = repeats disagree; [ ] = another dose, or the depositor's remark. Unless noted, calls follow the shape of the dose curve; as a rule, active = well fitted curve in the direction sought with a large enough effect; inconclusive = small, poorly fitted or top-dose-only effect, or another doubt; inactive = no such curve, though single readings can be large; an effect the other way counts as inactive or inconclusive.

SMILES	ATXN2 expr inh	S2 tox	IL1B secr inh	SW480 rereplic	KB-V1 MDR tox	HT1080 IDH1KD tx	MCF10A rerep	KB-3-1 cytotox	HT1080NT lethal
COCCn1c(=O)[nH]c2cc(C(=O)OC)ccc2c1=O	6%	i	65	1%	4%	-8%	-1%	-5%	3%
CC(C)n1c(CN2CCN(C(=O)c3ccco3)CC2)nc2c1c(=O)n(C)c(=O)n2C	3%	i	19	5%	15%	0%	0%	3%	5%
Cc1cccc(NC(=S)N=Nc2c(O)n(C)c3ccc(S(=O)(=O)N4CCOCC4)cc23)c1	-27%	?	3	?	0.73µM*	-26%	20%&-31%	?	-7%
CCOc1ccc(CNS(=O)(=O)c2c(C(=O)N3CCCC3)c(C)n(C)c2C)cc1OC	5%	i	8	-24%	1%	16%	2%	-2%	15%
COc1cc(OC)cc(C(=O)Nc2ccc3c(c2)OCCO3)c1	64%&45%[activator]	i	-15	-1%	9.2µM*!	?	-1%	16µM*!	?
COC(=O)c1ccccc1NC(=S)NC(=O)C1CCCCC1	-3%	i	-3	-3%	0%	6%	10%	10%	2%
O=C(CN1CCN(c2ccccc2)CC1)c1c[nH]c2ccccc12	-4%	i	5	-10%	-9%	-11%	-7%	-3%	-3%
COc1ccc(NC(=O)CNC(=O)Cc2ccccc2)cc1	5%	i	22	24%	-8%	-3%	7%	2%	-15%
CCCCCCn1cc(CN2CC(N(C)C)CS2(=O)=O)nn1 (configuration not stated)	5%	i	5	/	-1%	9%	/	8%	13%
CN(C(=O)CCS(=O)(=O)c1cc2c(cc1Cl)NC(=O)CO2)C1CCCCC1	-32%&0%	i	3	-4%	-19%&-7%	-5%	7%	-7%&20%	-3%
CSc1ncnc2c1ncn2CCCNCc1cccc2ccccc12	-8%	i	4	/	-30%	-12%	/	-22%	-12%
O=C(O)C(=Cc1ccc([N+](=O)[O-])cc1)c1cccc(Cl)c1	/	?	26	/	18%	0%	/	2%	-2%
CCN(CC(=O)Nc1ccccc1C(F)(F)F)C(=O)Cc1sc(C)nc1-c1ccc(F)cc1	-11%	i	-27	0%	?	-4%	0%	0%	-4%
COc1cccc(NC(=O)Cc2nnc(SCC(=O)c3ccccc3)n2C)c1	-1%	i	15	-4%	-1%	0%[9.24 µM]	2%	1%	9%
CC(=O)Nc1cccc(C(=O)OCC(=O)NC(C)c2ccc(F)cc2)c1 (configuration not stated)	-5%	i	14	-4%	2%	16%	8%	?	15%
O=C(NCc1cccc(C(F)(F)F)c1)C1CC(c2ccccc2C(F)(F)F)=NO1 (configuration not stated)	-29%	?	35	?	?	26µM*	23µM*	?	?
CCOc1ccc(Cl)cc1S(=O)(=O)NCc1cccnc1	2%	i	10	-5%	9%	1%	4%	8%	7%
CC1Oc2cc3oc4c(O)c(O)ccc4c(=O)c3c(O)c2C1(C)C (configuration not stated)	-35%	?	73	?	-24%	-3%	15%	-15%	9%
CCCc1ccc(NC(=O)C2CCCN(c3cnccn3)C2)cc1 (configuration not stated)	/	i	-11	-8%	0%	1%	-5%	-1%	1%
CCOC(=O)c1ccc(NC(=O)c2nn(C)cc2Br)cc1	23%	i	-10	-1%	-13%	?	-1%	2%	-1%
COc1ccc(C(NC(=O)CN2C(=O)NC3(CCc4ccccc43)C2=O)c2ccc(OC)cc2)cc1 (configuration not stated)	0%	?	-64*	?	8%	-13%	1%	-17%	-7%
O=C(Nc1nc(=O)n(C(=O)c2cccc(C(F)(F)F)c2)s1)c1ccccc1	-7%	i	-13	-14%	8%	4%	-2%	14%	7%
COc1ccc(/C=C2\SC(=S)N(CC(=O)OCC(=O)Nc3ccc(C)cc3Cl)C2=O)cc1	17%	i	-6	20%[1.84 µM]	14%	11%	13%	4%	7%
Cc1ccc(CN(Cc2cc3cccc(C)c3[nH]c2=O)C(=S)NCCCN(C)C)cc1	-12%	i	-77*	2%	-22%	?	-1%	?	-25%
Cc1ccc2cc3cc(C(=O)N4CCN(c5cccc(C(F)(F)F)c5)CC4)sc3nc2c1	3%	i	/	/	?	/	/	10%	/
COc1cccc(OCc2nnc(SCC(=O)NCc3ccco3)n2CCc2ccccc2)c1	-21%	i	-13	-2%	-1%	-2%	10%	5%	-4%
Cc1ccc(NC(=O)C2COc3ccccc3O2)cc1C (configuration not stated)	?	?	0	0%	-18%	13%	9%	0%	4%
CC/C(=N\n1nnnc1Nc1ccccc1)c1ccccc1	-6%	i	0	-1%	24%	6%	18%	7%	9%
CCC(=O)Nc1cc(C(=O)OC(C(=O)c2ccc(C)c(C)c2)c2ccccc2)ccc1C (configuration not stated)	-14%	i	-59*	?	0%	-15%	4%	0%	-18%
COc1c(C)cc(NS(=O)(=O)c2ccc3c(c2)OCCO3)cc1C	-22%	i	/	/	-23%	/	/	?	/
CCCN(CCC)CCCNC(=O)Cn1ncc2c3ccccc3n(Cc3ccccc3F)c2c1=O	?	14µM*	/	/	4%	/	/	8%	/
O=C(O)c1cccc(NC(=S)NC(NC(=O)c2cccc([N+](=O)[O-])c2)C(Cl)(Cl)Cl)c1 (configuration not stated)	/	i	8	-16%	7%	7%	-1%	5%	7%
C=CCN1C(=O)NC2(O)C(=O)c3ccccc3C12O (configuration not stated)	-6%	i	21	-3%	-9%	6%	-4%	-12%	3%
CCCOc1ccc2c3c(c(=O)oc2c1OCCC)CCCC3	103%[activator]	i	-6	0%	-4%	-28%	4%	-7%	-11%
Cc1ccnc(NS(=O)(=O)c2ccc(NC(=O)CCS(=O)(=O)c3ccccc3)cc2)n1	/	i	9	-97%[inhibitor]	18%	13%	2%	3%	0%
CCOc1cc(-n2ncc(C#N)c2N)nc(SC)n1	/	/	-11	-23%	?	5%	5%	-3%	9%
c1ccc2c(c1)ccn1c(Cc3ccsc3)c(C3CCCCC3)nc21	12%	?	11	/	0%	?	/	-19%	-18%
Cc1ccc(S(=O)(=O)N(C)C)cc1NC(=O)c1cc(S(=O)(=O)N2CCCCC2)ccc1N1CCOCC1	1%	i	-19	25%	2%	-1%	0%	-14%	-6%
CC(=C/c1ccco1)/C=N/NC(=O)Cc1cccn1C	29%	i	2	-1%	-6%	13%	-1%	15%	5%
Cn1c2ccccc2c(=O)c2ccc(C#Cc3ccccn3)cc21	1%	i	-17	6%	-22%	12%	?	21%	-1%
COc1ccc(N(C(=O)/C=C/c2ccc(OC)c(OC)c2)C2=CC3CCC(C2)N3C)cc1 (configuration not stated)	-5%[11.3 µM]	i	-26	0%	-20%	-7%	10%	0%	-2%
CCOC(=O)c1ccc(N2C(=O)C(O)=C(C(C)=O)C2c2ccccn2)cc1 (configuration not stated)	2%	i	13	1%	8%	4%	-2%	5%	6%
S=c1[nH]nc(-c2ccccn2)n1/N=C/c1cccc2ccccc12	-19%	i	9	-5%	15%	22%	0%	-4%	13%
CC(C)c1ccc(C(=O)Nc2cccnc2)cc1	6%	i	-4	-1%	-18%	9%	2%	9%	1%
COc1ccc(C2=CSC3=NCCN23)cc1	11%	i	20	-8%	17%	0%	16%	-1%	0%
CCOC(=O)C1=C(C)N(CC(C)C)C(=O)C1	/	i	0	-8%	2%	5%	-12%	-5%	4%
Cn1c(=O)[nH]c(=O)c2c1nc(N1CCCCC1)n2CCSc1nc2ccccc2o1	-24%	i	2	-3%	-12%	10%	14%	5%	-2%
Cc1ccccc1OCC(=O)Nc1ccc2oc(-c3ccc(F)cc3)nc2c1	-1%	i	/	/	-9%	/	/	1%	/
COc1ccc(OCC(=O)NNC(=O)c2c(-c3ccccc3Cl)noc2C)cc1	-10%	i	19	11%	-23%	-5%	3%	-5%	-9%
Cc1ccc(C)c(Nc2nnc(-n3nc(C)cc3C)c3ccccc23)c1	3%	i	/	/	-3%	/	/	-5%	/
CCn1nc(C)c(NC(=O)CSc2nnc(-c3ccco3)n2C)c1C	-6%	i	14	-4%	4%	5%[9.24 µM]	-7%	-22%	-6%
Cc1ccc(SCCCCN2C(=O)NC(C)(C)C2=O)cc1	38%	i	12	1%	-7%	-3%[9.24 µM]	1%	11%	-6%
CCOc1ccc(N(CC(=O)NCc2ccc(F)cc2)C(=O)c2snc(C(N)=O)c2N)cc1	-2%	i	6	?	-2%	-2%	?	4%	-9%
CCCCn1c(SCc2nnc(-c3ccccc3)o2)nc2c1c(=O)n(C)c(=O)n2C	-13%	i	-13	-5%	2.6µM*	10%	4%	-9%	11%
C[C@H]1CN([C@@H](C)CO)C(=O)c2c(c3ccccc3n2C)-c2ccccc2CO[C@H]1CN(C)Cc1cccc(F)c1	-25%	?	7	/	7%	-15%	/	13%	0%
CC(=O)c1ccccc1OCCOc1ccccc1C(C)=O	-25%	i	0	-18%	-23%	6%	-9%[9.22 µM]	6%	9%
CC(OC(=O)CN1C(=O)NC2(CCCC2)C1=O)c1ccc(F)cc1 (configuration not stated)	-3%	i	-4	-9%	-3%	5%	-3%	9%	4%[9.24 µM]
Cc1nc2ccc(C(=O)OCc3nnc(-c4ccccc4)o3)cc2nc1C	1%	i	12	-4%	/	1%	?	/	4%
NC(=O)COC(=O)c1ccc(S(=O)(=O)NCc2ccco2)cc1	-3%	i	-7	-3%	4%	21%	17%	-5%	8%

Hits appear at their usual frequency. About 11% of those tested had a hit in this group.
